Statin myotox sup: protects C2C12 myotubes from simvastatin toxicity; rescue of ATP level, % at 7.49 µM; ATP luminescence, 48 h; scaled: DMSO 0, geranylgeraniol control 100; AID 602340; actives 0.78% (n = 330,000);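 active = mean ATP rescue above about 67%, or every replicate alone reaching that limit, limit read from the data, passing the limit was not always enough; inconclusive = no clear call, values can overlap the other calls; inactive = mean under the limit and some replicate under it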;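 note: myotubes were challenged with 10 µM simvastatin during compound exposure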
PglD inh: PglD (C. jejuni) enzyme inhibition; AID 602405; actives 0.098% (n = 360,000); inhibition, % at 12.5 µM; purified PglD enzyme, DTNB colorimetric CoA detection; in the data active = inhibition above about 16%, passing the limit was not always enough; inconclusive = no clear call, values can overlap the other calls; note: strong numbers were not always called active
SIRT5 block: blocks human SIRT5 desuccinylation of peptide; Purified SirT5, succinyl-peptide AMC, trypsin-coupled fluorescence; actives 1.1% (n = 330,000); inhibition, % at 15 µM; Q9NXA8; AID 652115; in the data active = inhibition above about 15%; inconclusive = no clear call, values can overlap the other calls
Target sequence (Q9NXA8 whole entry, looked up): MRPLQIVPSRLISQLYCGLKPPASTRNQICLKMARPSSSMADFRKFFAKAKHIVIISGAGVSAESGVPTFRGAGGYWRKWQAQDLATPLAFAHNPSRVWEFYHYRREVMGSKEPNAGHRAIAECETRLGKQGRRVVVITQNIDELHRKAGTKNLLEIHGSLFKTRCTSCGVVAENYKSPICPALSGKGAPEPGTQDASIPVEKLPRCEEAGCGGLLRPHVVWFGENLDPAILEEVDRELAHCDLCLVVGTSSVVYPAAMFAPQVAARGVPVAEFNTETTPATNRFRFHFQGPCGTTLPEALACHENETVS
E-selectin induc: E-selectin induction on HUVECs | HUVEC E-selectin immunofluorescence imaging; normalized: neutral wells 0, TNF-alpha wells 100 | activation, % at 7.58 µM | actives 0.37% (n = 260,000) | AID 686992;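 active = mean E-selectin-positive cell signal at least 10% of the positive control, reached in at least 60% of replicates, without over 20% cell loss; inconclusive = no rule given, readout overlaps actives, possibly toxicity-flagged; inactive = the rest, including those meeting only one limit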;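 note: in these data hits start at about 27%; measured in HUVEC primary endothelial cells; signal is the percent of cells scored E-selectin positive by PE staining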
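Test system – human umbilical vein endothelial cells (HUVEC), E-selectin induction · Input – 3,000 HUVEC seeded per well · Buffer or medium – EGM-2, gelatin · Compound dosing – single-point compound dose · Detection – immunofluorescence imaging · Measure – percent E-selectin-positive cells · Controls – TNF-alpha high, DMSO low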
ERp5 block: inhibitors of human ERp5; Q15084; ERp5 insulin aggregation, absorbance 650 nm, 90 min; inhibition, % at 9.99 µM; actives 0.05% (n = 350,000);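 active = mean replicate inhibition above about 25%, with every replicate also reaching it, limit read from the data, passing the limit was not always enough; inconclusive = only one of those two criteria met; inactive = neither criterion met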
Target sequence (Q15084 whole entry, looked up): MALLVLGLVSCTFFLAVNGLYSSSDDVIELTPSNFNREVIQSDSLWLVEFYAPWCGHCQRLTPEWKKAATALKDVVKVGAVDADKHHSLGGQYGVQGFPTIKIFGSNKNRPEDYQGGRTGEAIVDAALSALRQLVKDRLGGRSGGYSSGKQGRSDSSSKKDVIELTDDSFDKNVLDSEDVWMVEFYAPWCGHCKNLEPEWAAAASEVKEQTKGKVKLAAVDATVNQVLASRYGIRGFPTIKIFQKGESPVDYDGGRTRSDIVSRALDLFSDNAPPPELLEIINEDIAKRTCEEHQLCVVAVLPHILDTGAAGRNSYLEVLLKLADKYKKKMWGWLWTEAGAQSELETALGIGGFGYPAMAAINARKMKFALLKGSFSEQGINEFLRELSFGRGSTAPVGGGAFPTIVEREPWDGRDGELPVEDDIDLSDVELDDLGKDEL
DENV2 CPE: DENV2-induced cell death inhibition. CPE inhibition, % at 9.99 µM. actives 1.7% (n = 350,000). DENV2-infected cells, cytopathic effect rescue, plate reader; in the data active = CPE inhibition above about 20%, passing the limit was not always enough; inconclusive = no clear call, values can overlap the other calls; tested in BHK-21 cells;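 note: 0% = median of neutral control wells and 100% = median of positive control wells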
S100A4 MyoIIA: inhibitors of human S100A4 binding to myosin IIA peptide | actives 0.14% (n = 360,000) | P26447 | S100A4/TAMRA-MyoIIA peptide fluorescence polarization | inhibition, % at 10.7 µM | AID 652163;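 active = mean inhibition of at least 70% across replicates, with every replicate also reaching that level; inconclusive = mean inhibition reaches 70% but some replicates fall short; inactive = mean inhibition below 70%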
Target sequence (P26447 whole entry, looked up): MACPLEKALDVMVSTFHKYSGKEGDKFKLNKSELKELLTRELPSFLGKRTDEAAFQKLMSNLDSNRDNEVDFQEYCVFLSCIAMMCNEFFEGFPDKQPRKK
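System – human S100A4 monomer protein, biochemical binding assay · Buffer or medium – Calcium-containing HEPES buffer, pH 7.2 · Timing – 5 min between mix addition and reading · Also added – TAMRA-labelled myosin IIA heavy-chain peptide probe, 5 nM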
An asterisk follows results filed as active; u = inconclusive; x = not tested or not shown. Only part of the results is shown; the hit share may differ from the screen's.

SMILES	Statin myotox sup	PglD inh	SIRT5 block	E-selectin induc	ERp5 block	DENV2 CPE	S100A4 MyoIIA
O=C(C=Cc1ccc(O)c(O)c1)NCC(=O)NC(Cc1ccccc1)C(=O)O (centres undefined)	x	x	x	-0.1	0	-4	2
C[C@@H]1CN([C@H](C)CO)S(=O)(=O)c2ccc(C#Cc3ccccn3)cc2O[C@@H]1CN(C)CC1CC1	31	0	-1	1.2	-5	u	6
CN(CC1CCOCC1)C(=O)CC1C(=O)NCCN1Cc1ccc(-c2ccccc2)cc1 (centres undefined)	x	x	-4	x	1	3	-6
O=C(Cc1ccccc1)NNc1ccc2ccccc2c1	x	x	x	x	-8	0	22
O=C(/C=C(\O)c1ccccc1)C(=O)NNC(=O)c1ccccc1	7	-4	4	12	-14	-1	0
C[C@H]1CN([C@@H](C)CO)C(=O)c2cc(C#CC3CC3)cnc2O[C@H]1CN(C)S(=O)(=O)c1cccc(F)c1	38	0	0	0.2	1	u	-3
C[C@H](O)C#Cc1ccc2c(c1)O[C@@H](CN(C)Cc1ccc(-c3ccccc3)cc1)[C@@H](C)CN([C@H](C)CO)S2(=O)=O	-35	9	23*	1.7	-6	5	-14
CCCNC(=O)N1CC2(C1)[C@H](c1ccccc1)[C@H](CO)N2C(=O)CC1CC1	x	x	-5	0.0	0	23*	-4
C[C@@H]1CN([C@@H](C)CO)S(=O)(=O)c2ccc(C#Cc3ccccc3F)cc2O[C@@H]1CN(C)C(=O)Cc1cccnc1	11	3	3	-0.2	-2	-2	-1
Cc1ccc(OCC(=O)Nc2ccc3c(c2)nc(CCN2CCC(C)CC2)n3C)cc1	2	0	-1	0.0	x	0	-5
CNC[C@H]1Oc2cc(-c3cccc(C(=O)N(C)C)c3)ccc2S(=O)(=O)N([C@H](C)CO)C[C@@H]1C	-16	5	0	0.1	5	1	-68
Cc1ccc(S(=O)(=O)Nc2ccc3c(c2)C(=O)N([C@@H](C)CO)C[C@@H](C)[C@H](CN(C)C)O3)cc1	-2	0	8	-0.1	3	7	2
COc1ccc(C(=O)N/C(=C\c2cccc3ccccc23)C(=O)N2CCN(C)CC2)cc1OC	6	-7	-3	x	2	9	2
CCN(CC)C(=O)c1sc2c(c1C)c(=O)n(-c1ccc(OC)cc1OC)c(=O)n2CC(=O)c1ccccc1	x	x	-2	1.4	6	11	9
C=C[C@@H](COC(=O)c1ccc([N+](=O)[O-])cc1)N(Cc1ccc(OC)cc1)S(=O)(=O)c1ccc(Br)cc1	x	-1	0	x	1	24*	-7
Cc1ccc([N+](=O)[O-])cc1N1C(=O)CS/C1=N\NC(=O)c1cccnc1	x	x	1	x	-2	1	3
CCCC#Cc1ccc([C@H]2[C@@H](CO)N(C(=O)C3CC3)[C@H]2C#N)cc1	-1	0	0	0.4	6	39*	0
CN(C)C(=O)C[C@H]1C[C@H]2c3cc(NC(=O)Nc4ccc(C(F)(F)F)cc4)ccc3O[C@H]2[C@@H](CO)O1	6	0	-1	-0.9	-2	u	-6
O/N=C/c1ccccc1Oc1ccc(Cl)cc1	x	x	-2	x	3	2	-1
COCC1CCN(C(=O)c2cc(COc3cncc(Cl)c3)on2)C1 (centres undefined)	0	5	-1	x	4	-5	6
C[C@@H]1CCCCO[C@H](CN(C)C(=O)Nc2ccc(C(F)(F)F)cc2)[C@@H](C)CN([C@H](C)CO)C(=O)c2cc(NS(=O)(=O)c3cccs3)ccc2O1	-16	-1	4	-0.2	-3	-9	-3
COc1ccc(CCC(=O)Nc2ccc(N3CCOCC3)c(S(=O)(=O)Nc3ccc(OC)cc3)c2)cc1	6	1	-1	x	-2	8	-4
Cc1noc(C)c1NC(=O)N(C)C[C@H]1Oc2ccc(NC(=O)CCN3CCOCC3)cc2C(=O)N([C@@H](C)CO)C[C@@H]1C	x	0	5	-0.4	4	1	-4
N=C1S/C(=C\c2ccccc2F)C(=O)N1c1ccc(F)cc1	-1	x	-33	0.3	0	2	-3
O=C(C[C@H]1C[C@H]2c3cc(NC(=O)NC4CCCC4)ccc3O[C@H]2[C@H](CO)O1)NCc1ccccc1F	0	0	7	0.3	0	3	-2
SMILES	Statin myotox sup	PglD inh	SIRT5 block	E-selectin induc	ERp5 block	DENV2 CPE	S100A4 MyoIIA
Cc1cccc(C)c1NC(=O)C(C)N1CCCCC1 (centres undefined)	11	-4	0	8.3	-6	3	-7
Cc1noc(C)c1S(=O)(=O)Nc1ccc2c(c1)C(=O)N([C@H](C)CO)C[C@@H](C)[C@H](CN(C)CC1CCCCC1)OCCCC[C@H](C)O2	-120	1	-3	0.8	-1	-14	7
O=C(Nc1ccc(Br)c2cccnc12)c1ccc(Cn2cc([N+](=O)[O-])cn2)o1	16	-3	1	1.1	10	-7	1
COc1ccc(/C=C2/C(=O)ON=C2C)cc1Cl	-3	-3	-3	-0.2	2	-1	-1
O=C(c1ccc(N2CCN(S(=O)(=O)c3ccccc3)CC2)c([N+](=O)[O-])c1)N1CCOCC1	x	x	0	2.8	-1	-7	2
COc1ccc(Nc2nc(-c3ccc(OC)cc3)c(CCC(=O)O)s2)cc1	-15	x	2	0.2	4	-2	0
COc1ccccc1/C=C/c1nc2ccc(OC(C)=O)cc2c(=O)o1	8	-3	3	x	3	u	-4
CC(=O)N(C)C[C@@H]1OCc2ccccc2-c2ccccc2C(=O)N([C@H](C)CO)C[C@H]1C	x	-2	-10	3.8	-5	3	-38
Cc1ccc(-c2ccc(C3[C@H]4CNC[C@@H]3N4Cc3cccc(F)c3)cc2)cc1 (some centres undefined)	x	x	9	-0.4	0	3	-9
COc1cc(C2NC(=O)N(C)C(C)=C2C(=O)OCc2ccccc2)cc(Br)c1O (centres undefined)	6	0	-1	-0.1	2	-9	1
O=C(Nc1ccc(C2CC2(Cl)Cl)cc1)c1cccc([N+](=O)[O-])c1 (centres undefined)	-22	0	2	x	0	-8	0
COc1ccc(-n2nc(C(=O)NCC(=O)Nc3cc(OC)ccc3OC)c3ccccc3c2=O)cc1	7	-1	-4	0.1	0	1	-15
CC(NC(=O)CN1CCCC1)c1ccccc1 (centres undefined)	2	0	x	x	1	24*	-2
C[C@H](CO)N1C[C@H](C)[C@@H](CN(C)S(=O)(=O)c2cn(C)cn2)OCCCC[C@H](C)Oc2ccc(NC(=O)C3CCCCC3)cc2C1=O	-42	3	1	-0.1	-9	-3	-24
COCC(=O)Nc1ccc2c(c1)C(=O)N(C)[C@@H]1CC[C@H](CC(=O)NCCCN(C)C)O[C@@H]1CO2	-1	5	-5	0.0	10	12	-36
c1ccc(CSc2nc3ccccc3[nH]2)cc1	0	4	-5	-0.1	1	2	-1
CC(C)NC(=O)Nc1ccc2c(c1)C(=O)N([C@@H](C)CO)C[C@H](C)[C@@H](CN(C)C(=O)C1CCCCC1)OCCCC[C@@H](C)O2	15	-1	2	0.4	0	-1	-1
CCOc1ccccc1NC(=O)c1ccc(NC(=O)C2CCCO2)cc1 (centres undefined)	-8	4	-7	x	-2	-4	-4
COc1ccc(CN(C)C[C@@H]2Oc3c(NC(=O)NC(C)C)cccc3C(=O)N([C@@H](C)CO)C[C@@H]2C)cc1	-22	3	3	2.9	1	0	1
Cc1ccc(S(=O)(=O)N(C)C[C@@H]2Oc3ccc(NS(=O)(=O)c4cccs4)cc3C(=O)N([C@H](C)CO)C[C@H]2C)cc1	-8	-1	x	0.2	x	x	39
NNC(=O)c1cc(-c2cccs2)nc2ccccc12	x	x	5	3.1	4	x	4
CN(C)c1ccc(S(=O)(=O)NCC(=O)N2CCN(S(=O)(=O)c3cccc(F)c3)CC2)cc1[N+](=O)[O-]	2	5	-1	-0.2	4	17	0
NCCCCCC(=O)N/N=C/c1coc2ccccc2c1=O	x	x	-2	x	0	-4	3
COC(=O)c1cc(S(=O)(=O)N2CCC(C)CC2)cn1C	-4	1	-4	x	4	1	0
COc1ccc(C[C@H]2CCc3cnnn3COC[C@@H](C(C)C)NC2=O)cc1	x	x	-1	0.6	-4	-2	-3

Record cards, from the list above. Values in the order: Statin myotox sup	PglD inh	SIRT5 block	E-selectin induc	ERp5 block	DENV2 CPE	S100A4 MyoIIA
Results for Cc1noc(C)c1S(=O)(=O)Nc1ccc2c(c1)C(=O)N([C@H](C)CO)C[C@@H](C)[C@H](CN(C)CC1CCCCC1)OCCCC[C@H](C)O2 : -120	1	-3	0.8	-1	-14	7
Results for COCC(=O)Nc1ccc2c(c1)C(=O)N(C)[C@@H]1CC[C@H](CC(=O)NCCCN(C)C)O[C@@H]1CO2 : -1	5	-5	0.0	10	12	-36
Results for c1ccc(CSc2nc3ccccc3[nH]2)cc1 : 0	4	-5	-0.1	1	2	-1
Results for COc1cc(C2NC(=O)N(C)C(C)=C2C(=O)OCc2ccccc2)cc(Br)c1O (centres undefined) : 6	0	-1	-0.1	2	-9	1
Results for O=C(Nc1ccc(C2CC2(Cl)Cl)cc1)c1cccc([N+](=O)[O-])c1 (centres undefined) : -22	0	2	x	0	-8	0

Remaining list, next part.
SMILES	Statin myotox sup	PglD inh	SIRT5 block	E-selectin induc	ERp5 block	DENV2 CPE	S100A4 MyoIIA
O=C(Nc1ccccn1)c1ccc(Br)c(S(=O)(=O)N2CCCCC2)c1	x	-3	-12	x	0	-20	7
COc1cc2ncnc(NCc3ccc4c(c3)OCO4)c2cc1OC	-7	4	-2	x	4	1	-8
CC(C)CC#Cc1ccc2c(c1)O[C@@H](CN(C)C(=O)C1CCOCC1)[C@H](C)CN([C@H](C)CO)S2(=O)=O	11	1	2	0.3	-4	-11	-22
C[C@H]1CN([C@@H](C)CO)C(=O)Cc2cc(NC(=O)Nc3ccccc3)ccc2O[C@H]1CN(C)C(=O)Nc1cccc2ccccc12	-11	1	3	-0.2	3	9	-11
Cc1ccc(C)c(NC(=O)CSc2ccc(-c3ccco3)nn2)c1	x	-3	-1	-0.5	1	u	5
Cc1ccn2c(=O)nc(SCC(=O)c3ccc(Cl)cc3)nc2c1	x	0	0	x	15	-11	2
CC(=O)c1ccccc1NC(=O)COC(=O)CN1C(=O)C2CCCCC2C1=O (centres undefined)	2	4	3	x	6	0	-1
CC1CCCC(NC(=O)c2n[nH]c(=O)c3ccccc23)C1C (centres undefined)	13	-2	1	x	3	x	6
Cc1noc(C)c1S(=O)(=O)Nc1ccc2c(c1)CC(=O)N([C@H](C)CO)C[C@@H](C)[C@@H](CN(C)C(=O)NC1CCCCC1)O2	-7	-3	-1	16	-2	-7	3
CCOC(=O)CSCc1csc(CC(=O)Nc2ccccc2C)n1	x	-2	-8	-0.4	2	-5	7
O=C(Nc1ccc(Nc2ccccc2)cc1)c1ccc(Cl)cc1Cl	x	-1	-4	1.3	8	-7	1
O=C(COC(=O)/C=C/c1ccc(S(=O)(=O)N2CCOCC2)cc1)NC1CCCCCCC1	x	x	-4	0.8	5	-3	-14
N/C(=N\OC(=O)c1ccccc1Cl)c1ccncc1	x	x	2	x	3	0	3
CC1=CC2=NC(=O)C(c3ccccc3)C(=O)N2C=C1 (centres undefined)	11	-1	-2	0.0	2	-3	59
Cc1noc(C)c1S(=O)(=O)N(C)C[C@@H]1OCc2ccccc2-c2ccccc2C(=O)N([C@H](C)CO)C[C@H]1C	x	1	-1	0.7	-4	2	-11
COc1ccc(NC(=O)C2=CC(c3ccco3)=NS(=O)(=O)N2C)cc1	18	-2	2	0.5	2	0	1
Cc1ccc(/C=N/N2CCOCC2)s1	x	x	0	-0.2	-1	1	0
Cc1cc(C)nc(SCc2nnc(SCc3ccc([N+](=O)[O-])cc3)n2Cc2ccco2)n1	x	x	1	0.1	4	0	-5
Cc1ccc(NS(=O)(=O)c2ccc3c(c2)NC(=O)CCS3)c(Br)c1	7	-6	0	0.9	9	-4	-6
Cc1ccc(C)c(C(C)NC(=O)Cc2cccs2)c1 (centres undefined)	13	2	x	x	3	-2	4
Cc1ccccc1S(=O)(=O)NCC[C@H]1CC[C@H](NC(=O)Nc2cccc(Cl)c2)[C@H](CO)O1	-32	2	-3	0.3	2	-3	-1

Screening data: PubChem BioAssay, Broad Institute
